Compound activity: PubChem, several laboratories
MLLE-PAM2 inh: inhibitors of microRNA-mediated deadenylation, human PABP1 MLLE binding; GST-MLLE / FITC-PAM2 fluorescence polarization; inhibition, % at 20 µM; hit rate 0.36% among 360,000; AID 588489; in the data active = inhibition above about 35%, passing the limit was not always enough;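 note: plate controls were DMSO wells with GST-MLLE for no effect and wells lacking GST-MLLE protein for full effect; some results filed as inactive read as strong as hits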
FAS-TE inh: blocks the thioesterase domain of human fatty acid synthase. recombinant FAS-TE, OMFH fluorogenic substrate, fluorescence endpoint. inhibition, % at 15 µM. hit rate 0.67% among 360,000;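 active = compounds whose normalised, plate-corrected inhibition of enzyme fluorescence in the single-dose primary screen is 50% or more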;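 note: 0% = DMSO with enzyme and 100% = substrate without enzyme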
MT1-MMP act inh: MT1-MMP (human) activation inhibition. P50281. GFP/RFP ratio change, % at 20 µM. HT1080 RFP-PRO-GFP cells, GFP/RFP ratio fluorescence, overnight; percent of plate control window, DMSO zero. hit rate 0.061% among 360,000;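 active = GFP/RFP ratio change of at least 30% with cell ATP level not reduced by more than half and red fluorescence within 50% of control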; note: strong numbers were not always called active
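Compound: 20 µM single dose, 1% DMSO / System: HT1080 RFP-PRO-GFP cells / Controls: DMSO and RFP-L50D-GFP cell wells / Read-out basis: GFP/RFP fluorescence ratio / Schedule: overnight compound exposure at 37 °C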
CendR NRP1 mod: NRP-1/CendR interaction modulation | hit rate 0.85% among 360,000 | inhibition, % at 25 µM | FAM-RPARPAR peptide binding to NRP-1, fluorescence polarization;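 active = inhibition or corrected inhibition above about 18%, plus a signal ratio from 0.5 to 1.5, limit read from the data, passing the limit was not always enough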; note: strong numbers were not always called active
Target sequence (O14786 whole entry, looked up): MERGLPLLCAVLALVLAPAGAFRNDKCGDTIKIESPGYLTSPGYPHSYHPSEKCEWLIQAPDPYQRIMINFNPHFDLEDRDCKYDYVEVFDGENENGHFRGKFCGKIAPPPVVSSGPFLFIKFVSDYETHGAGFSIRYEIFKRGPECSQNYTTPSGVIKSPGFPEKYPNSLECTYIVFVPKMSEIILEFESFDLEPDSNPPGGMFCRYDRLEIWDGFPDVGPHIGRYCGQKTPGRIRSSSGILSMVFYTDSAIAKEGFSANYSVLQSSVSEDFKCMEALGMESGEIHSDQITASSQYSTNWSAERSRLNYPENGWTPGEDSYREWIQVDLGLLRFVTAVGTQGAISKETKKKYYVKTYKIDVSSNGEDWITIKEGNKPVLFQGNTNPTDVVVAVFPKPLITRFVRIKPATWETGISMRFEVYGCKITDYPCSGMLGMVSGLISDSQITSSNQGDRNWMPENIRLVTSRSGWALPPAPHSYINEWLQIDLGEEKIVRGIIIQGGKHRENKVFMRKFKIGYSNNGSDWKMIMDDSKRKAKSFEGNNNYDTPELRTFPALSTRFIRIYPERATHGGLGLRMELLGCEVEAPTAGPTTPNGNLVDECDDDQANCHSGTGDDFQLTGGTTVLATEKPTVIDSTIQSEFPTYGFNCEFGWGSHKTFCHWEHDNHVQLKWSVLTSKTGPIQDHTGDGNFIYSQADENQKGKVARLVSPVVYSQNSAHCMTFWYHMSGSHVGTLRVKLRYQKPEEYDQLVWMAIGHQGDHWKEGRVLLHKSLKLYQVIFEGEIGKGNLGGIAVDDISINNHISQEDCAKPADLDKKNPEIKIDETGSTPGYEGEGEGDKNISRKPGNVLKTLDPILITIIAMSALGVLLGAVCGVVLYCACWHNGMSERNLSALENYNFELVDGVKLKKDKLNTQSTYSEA
Neddylation inh: cullin neddylation inhibition; P61081+Q13564; hit rate 0.58% among 360,000; TR-FRET cullin neddylation, biochemical; AID 651699; calls only at 25 µM; in the data active = inhibition above about 36%
SKN-1 block: C. elegans SKN-1 inhibition. inhibition, % at 21.8 µM. AID 624304. hit rate 0.49% among 360,000. C. elegans VP596 Pgst-4::GFP/RFP ratio, acrylamide-induced, 24 h;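 active = interference check ratio from 0.5 to 1.5 plus GFP to RFP signal ratio inhibition reaching or exceeding a fixed threshold, cut at about 30% in these data, passing the limit was not always enough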; note: some compounds called inactive have numbers as strong as hits
E coli Lon inh: inhibits E. coli Lon protease; hit rate 0.42% among 360,000; purified E. coli Lon protease, fluorescence polarization; AID 602123; inhibition, % at 7.94 µM; in the data active = inhibition above about 13%, passing the limit was not always enough;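 note: 0% = enzyme with probe and DMSO and 100% = no enzyme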
Rin1 Abl inh: inhibitors of human Rin1-Abl protein interaction; P00519+Q13671; TR-FRET Rin1/Abl binding, biochemical; inhibition, % at 7.35 µM; hit rate 0.4% among 360,000; in the data active = inhibition above about 5%, passing the limit was not always enough
MsrA act: activators of bovine methionine sulfoxide reductase A; activation, % at 10.6 µM; hit rate 0.3% among 360,000; purified bovine MsrA, absorbance read-out; in the data active = activation above about 7.5%;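 note: 0% = vehicle and 100% = reference activator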
The depositor's hits bear a star; i = inactive; . = not tested or not shown; + = active, no number. No enrichment for hits; any-hit rate near 4%.

Each structure is followed by: MLLE-PAM2 inh, FAS-TE inh, MT1-MMP act inh, CendR NRP1 mod, Neddylation inh, SKN-1 block, E coli Lon inh, Rin1 Abl inh, MsrA act
(1) CCc1ccc(/C=C2\Oc3cc(OC(=O)N4CCOCC4)ccc3C2=O)cc1
    -4, 0, 0, -6, i, -1, 8, -1, -2
(2) CCN(CC)CCCNC(=O)COc1ccc2oc3c(c2c1)CCCC3
    -8, -5, 0, -9, i, 4, -19, 1, 2
(3) CN(C)S(=O)(=O)N1CCN(C(=O)c2ccc3c(c2)OCO3)CC1
    2, -5, -3, -4, i, 13, 0, 1, -2
(4) N/C(=N\O)c1ccc(Cl)cc1Cl
    1, -1, -2, -23, i, 7, -4, 0, -3
(5) CCOC(=O)c1sc(N2N=C(C)/C(=C\c3ccc(OCC(=O)OC)cc3)C2=O)nc1C
    11, -7, 18, -26, i, 7, -4, -4, -1
(6) C=CCn1c(SCc2ccc(C(=O)NCCO)cc2)nc2ccccc2c1=O
    4, -2, -9, 10, i, -6, 4, 2, -2
(7) Cc1ccc(NC(=O)COc2ccc(Br)cc2C)cc1
    6, 16, 1, 5, i, -10, 9, -1, -6
(8) C#CCOCCOCCOCCNc1nc(N2CCN(C(=O)Cn3cc(CCCCN)nn3)CC2)nc(N2CCN(C(=O)[C@H](C(C)C)n3cc(CCO)nn3)CC2)n1
    -2, -11, 0, 12, i, -2, 8, 4, -2
(9) CC(=O)Nc1ccc(S(=O)(=O)N2CCN(C(=O)c3ccco3)CC2)cc1
    2, -3, 5, 8, i, 8, 1, -1, -1
(10) COc1ccc(C(=O)CN2CCN(c3ccc(Cl)cc3)CC2)cc1OC
    -3, -3, 0, 0, i, -14, -2, 1, -3
(11) Cc1cc(OCCOCCN(C)C)ccc1Cl
    6, -13, 7, 11, i, 6, -6, -1, 1
(12) Cc1ccc(S(=O)(=O)N2CCN(c3ccnc4cc(Cl)ccc34)CC2)cc1
    6, 64*, 5, -9, i, 2, -10, 3, -1
(13) Cc1ccc2c(c1)N(CC(=O)NCCCN1CCCCC1)C(=O)c1cccnc1O2
    -7, -5, 1, -11, i, 2, 3, 3, 0
(14) CCc1ccc(NC(=O)NNC(=O)c2cc3ccccc3cc2O)cc1
    -10, -2, -6, -1, i, -10, 13, 0, -4
(15) C=C(C)Cn1c(=S)[nH]c2ccccc2c1=O
    -68, -6, 12, 3, i, -16, -11, 1, 5
(16) COC(=O)c1[nH]c2ccccc2c1NC(=O)CCN1CCSCC1
    0, -8, 3, 4, i, 4, -4, -1, -6
(17) COc1cc(/C=N/O)cc(Br)c1OS(=O)(=O)c1ccc(C)cc1
    2, -11, -11, -14, i, 10, 7, -3, -2
(18) CC(C)CN(C(=O)COC(=O)c1cncc(Br)c1)c1c(N)n(Cc2ccccc2)c(=O)[nH]c1=O
    -28, 1, -3, -6, i, -2, 1, -3, -4
(19) CC1CC(C)(C)NC(=S)N1CCC(=O)Nc1ccc2c(c1)OCCO2 (configuration not stated)
    0, 3, -1, -22, i, 4, 0, 1, 0
(20) CCOC(=O)C1CCCN(c2cc(=O)n(-c3ccccc3Cl)c(=O)[nH]2)C1 (configuration not stated)
    2, -10, 1, -5, i, -9, -8, 1, -3
(21) COc1ccc(N2CC(C(=O)N[C@H](C(=O)NC(C)c3ccccc3)C(C)C)CC2=O)cc1 (some centres not stated)
    11, -5, 3, 6, i, -8, -11, 0, -2
(22) CCN(CC)c1ccc(/C=N/NC(=O)C(O)c2ccccc2)cc1 (configuration not stated)
    -1, -2, -5, 0, +, 4, -10, -6, -4
(23) O=C(Nc1cnc2ccccc2c1)c1ccco1
    11, -10, 5, 8, i, 7, -7, -3, -4
(24) Cc1ccc(Oc2ncccc2/C=N/O)cc1
    20, -5, -5, 0, i, 23, -5, 0, -4
(25) Cc1ccccc1C1CC(c2ccc(Br)cc2)Nc2nc(N)nn21 (configuration not stated)
    4, 3, 2, -8, i, -5, 3, 2, 1
(26) On1c(-c2ccc(Cl)cc2Cl)nc2ncccc21
    -2, -32, -4, 1, i, -13, 8, 2, -2
(27) Cc1csc2nc(CNS(=O)(=O)c3cccnc3)cn12
    -2, -7, -11, 9, i, 5, 4, 1, -2
(28) Cc1ccc(-c2nnc3n2N=C(c2ccc(Br)cc2)CS3)cc1
    -78, 6, 3, -7, i, -11, -2, 0, 0
(29) CCc1noc(C)c1C(=O)Nc1nc(-c2cccs2)cs1
    4, 3, -2, 2, i, 11, -2, -1, -4
(30) O=C(/C=C/c1ccco1)NC(=S)Nc1ccc(N2CCCC2)cc1
    36*, 10, -5, 5, i, 10, -1, 3, -9
(31) CC1(C(=O)Nc2cccc3cccnc23)CCN1Cc1ccccc1OC(F)F (configuration not stated)
    6, 24, -3, -9, i, 7, -3, -1, -2
(32) O=C(NC(Cc1ccccc1)C(=O)O)/C(=C\c1ccccc1)NC(=O)c1ccc(Br)o1 (configuration not stated)
    17, -6, -5, -6, i, -1, -3, 0, -6
(33) O=C(Nc1ccc(NC(=S)NC(=O)c2ccccc2F)cc1)c1cccs1
    0, 20, -3, 7, i, 8, 9, -1, -3
(34) COc1ccc(COC(=O)C2CCN(S(=O)(=O)c3ccc(Cl)cc3)CC2)cc1
    8, 32, 2, -14, i, 9, -3, 2, -2
(35) CCC(=O)N1CCCC1(C)C(=O)Nc1ccc2nc(C)ccc2c1 (configuration not stated)
    -2, -8, 0, 10, i, 0, 6, -1, 1
(36) Cn1c(=O)n(C)c2cc([N+](=O)[O-])c(N3CCN(C(=O)c4cccc(Cl)c4)CC3)cc21
    12, -5, 6, 0, i, 2, -8, -9, -5
(37) O=C(COC(=O)Cc1n[nH]c(=O)c2ccccc12)Nc1cccc(C(F)(F)F)c1
    0, -2, 0, -7, i, -6, 1, 3, 0
(38) COc1ccccc1-n1c(SCC(=O)N2CCc3ccccc32)nc2c(c1=O)SCC2
    7, 11, -3, -2, i, 13, -1, -2, -3
(39) O=C(NC1CCCCC1)C(c1ccc2ncccc2c1)N(Cc1ccccc1)C(=O)c1ccc2c(c1)OCCO2 (configuration not stated)
    -5, 15, -8, -9, i, 12, -3, -5, -1
(40) CN1CCC(N(C)S(=O)(=O)c2ccc(NC(=O)c3cccc(C#N)c3)cc2)CC1
    -4, -10, 1, 3, i, 0, 6, 3, -7
(41) Cc1ccc(S(=O)(=O)N2CCC(C(=O)Nc3ccccc3N3CCCC3)CC2)c(C)c1
    0, 20, -1, 0, i, -1, -9, 0, -2
(42) CC(C)COC(=O)Nc1ccc(C(=O)O)cc1
    -9, -5, 4, 4, i, -15, 4, -1, -3
(43) OCC1(Cc2ccccc2)CCN(Cc2cnn(-c3ccccc3F)c2)CC1
    10, -1, 1, -3, i, -5, 5, -3, -2
(44) Cc1ccc(OCCNC(=O)c2cc(C3CC3)nc3c2cnn3C(C)C)cc1
    -22, 18, 8, 8, i, -9, +, 4, -3
(45) Cc1cc(C)c2c(CN3CCN(C)CC3)cc(=O)oc2c1
    -3, -11, -1, 0, i, -4, -3, -1, -15
(46) CCCCCOC(=O)CSc1n[nH]c(=O)[nH]c1=O
    -1, -4, 2, -1, i, 9, -6, -2, 0
(47) CC(=O)c1sc2ccccc2c1OC(=O)c1ccco1
    5, 2, 5, -6, i, 3, 9, -2, -1
(48) O=C(CCCCCN1C(=O)CCC1=O)Nc1ccc(Cl)c(C(F)(F)F)c1
    2, 3, -2, -6, i, 5, -8, 1, 0
(49) CCOC(=O)C1CCN(S(=O)(=O)c2ccc3c(c2)CCN3C(C)=O)CC1
    6, 2, 2, 9, i, 15, -8, -4, -3
(50) O=C(Nc1cccc(S(=O)(=O)NC2=NCCC2)c1)c1cc(F)c(F)c(F)c1F
    2, -1, -1, -8, i, 18, -5, -1, 0
(51) CC1CN(c2oc(-c3ccccc3Cl)nc2C#N)CC(C)O1 (configuration not stated)
    2, -3, 2, -2, ., -6, -3, -1, -1
(52) CCN(CC(=O)NC1CCS(=O)(=O)C1)C(=O)c1ccc(OC)c([N+](=O)[O-])c1 (configuration not stated)
    -7, -8, -4, 18, i, 0, -9, -1, -3
(53) O=C(Nc1ccc(Cl)cc1)c1nc[nH]c1C(=O)NCc1ccccc1
    24, 45, 8, 19, i, 4, -4, -1, -7
(54) CCC(C)C(=O)C(=O)N1CCC(n2nccc2NC(=O)CCOc2ccccc2)CC1 (configuration not stated)
    4, -6, 0, -9, i, 2, 4, 4, -4
(55) CC(=O)c1cccc(OCc2cc(C(=O)N(C)Cc3nccs3)no2)c1
    5, -9, 0, 9, i, -3, -2, 1, -4
(56) O=C(NCCC1=CCCCC1)c1cc(-c2ccccn2)nc2ccccc12
    8, -4, 3, 15, i, 4, -6, -2, -1
(57) N#CC(c1ccccc1)c1ccc2c(C(F)(F)F)cc(C(F)(F)F)nc2n1 (configuration not stated)
    13, 13, 1, -8, i, 18, 8, 3, -2
(58) O=C(COC(=O)c1ccc(F)c(S(=O)(=O)N2CCOCC2)c1)Nc1ccc2[nH]c(=O)[nH]c2c1
    -77, -8, -2, -19, i, 3, 2, -2, -2
(59) Nc1ccc2nc(SCC(=O)N3CCOCC3)sc2c1
    10, -1, -1, -1, i, 7, 2, -1, -2
(60) COc1ccc(OC)c(NC(=O)c2c3c(nc4ccccc24)CCC3)c1
    -4, 0, 7, -6, i, 15, 6, 2, -3

(next part)
Each structure is followed by: MLLE-PAM2 inh, FAS-TE inh, MT1-MMP act inh, CendR NRP1 mod, Neddylation inh, SKN-1 block, E coli Lon inh, Rin1 Abl inh, MsrA act
(61) CC(C)(C)OC(=O)N1CCC[C@H]1c1nnc(SCc2c(F)cccc2Cl)o1
    8, 2, -1, 12, i, 12, 0, 0, -3
(62) S=C(NCc1ccco1)N1CCC(c2nc3ccccc3o2)CC1
    -126, -7, 1, -4, i, 5, -11, 0, -6
(63) O=C(O)c1cc(-c2ccc(Cl)cc2)n(-c2ccccc2)n1
    6, -6, -3, 0, i, 4, 1, 0, -2
(64) COc1ccccc1NC(=O)CCCC(=O)OCC(F)(F)C(F)F
    -13, -4, 4, 10, i, -4, -5, 0, -10
(65) Cc1ccc(C(=O)N[C@H](C(=O)OCc2cc(=O)oc3cc(C)ccc23)C(C)C)cc1
    -1, -1, -3, -4, i, 18, -9, -3, -4
(66) CC(=O)c1cccc(NC(=O)COC(=O)C2=COCCO2)c1
    11, -6, 0, 6, i, 9, -4, -2, -2
(67) CC1(C(=O)N(CC(=O)NC2CCCC2)Cc2ccco2)CC(=O)N=C2C=CC=CN21 (configuration not stated)
    2, -10, 2, 4, ., 6, 1, 1, -3
(68) Cc1ccc(C(=O)NCCN2CCC(n3c(=O)[nH]c4ccccc43)CC2)cc1C
    ., -13, 5, 3, i, 10, -1, ., -3
(69) CCOc1cc(/C=C(\C#N)C(=O)Nc2ccccn2)ccc1O
    -43, -6, -1, -22, i, 1, -37, -2, -4
(70) Cc1ccc(-c2c3c(=O)n(C)c(=O)n(C)c3cn2Cc2ccccn2)cc1
    3, -3, -2, 9, i, -4, -13, -1, -5
